Screens as filed in PubChem BioAssay.
Pf growth 96h – inhibits malaria parasite growth, 96 h; 320,000 compounds, 6.9% hits; Potency, µM (series often up to 28.7 µM), without a hit: at the top dose activity change, negative = inhibition, most hits filed as inhibitors; P. falciparum luciferase reporter growth, 96 h; also: potency is read from the fitted curve at half-maximal effect; % is scaled to controls: 0 for no effect and ±100 for the full control effect
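96 h incubation, 37 C, 5% CO2, of luciferase-reporter P. falciparum-infected RBCs (2% hematocrit, 0.05% parasitemia final) with test compounds; endpoint luminescence.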
HCV inh – blocks hepatitis C virus. AID 651820. Huh7.5.1 HCVcc-Cre infection, luciferase reporter, 44 h. 340,000 compounds, 3.4% hits. Potency, µM (highest dose often 41.8 µM), for inactives: at the top dose activity change, negative = inhibition, hits mostly inhibitors; also: potency is read from the fitted curve at half-maximal effect; % is scaled to controls: 0 for no effect and ±100 for the full control effect
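Seed cells (1,000/well) for 4 h; treat with compound and infect with HCVcc-Cre, moi about 0.5. Incubate 44 h, then detect luciferase activity.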
Shiga inhibitor – Shiga toxin inhibition. Vero cells, Shiga toxin protein synthesis inhibition reporter. inhibition, % at 38.7 µM. 290,000 compounds, 9.2% hits. AID 2315; in the data active = inhibition mostly above about 28%, no sharp cut-off; inactive = mostly below about 43%; also: 0% is about no effect
Pf growth 48h – P. falciparum growth inhibition at 48 hours (one generation) | 310,000 compounds, 5.9% hits | Potency, µM (titrated, usually from 28.7 µM), for the others: top-dose activity change, negative = inhibition, hits mostly inhibitors | P. falciparum luciferase growth in erythrocytes, 48 h | AID 504832; also: potency is read from the fitted curve at half-maximal effect; % is scaled to controls: 0 for no effect and ±100 for the full control effect
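Here the parasites carry a stable luciferase gene and grow inside erythrocytes in Albumax-based RPMI medium with compound for one erythrocytic cycle. Activity is scored as loss of luminescent signal.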
CHX counter – affects cycloheximide protein synthesis inhibition readout, counter-screen | cell reporter, cycloheximide protein synthesis inhibition counterscreen | max response, % | 300,000 compounds, 12% hits | AID 2314; in the data active = max response mostly above about 13%, no sharp cut-off; inactive = mostly below about 14%; also: read at 38.3 µM for the half of the compounds with a filed dose; 0% is about no effect
FBPA Giardia inh – inhibitors of Giardia lamblia fructose-1,6-bisphosphate aldolase; A8B2U2; purified Giardia FBPA; Potency, µM (highest dose often 59.6 µM), inactives show top-dose activity, negative = inhibition, usual class: inhibitors; 290,000 compounds, 0.71% hits; AID 2451; also: potency is read from the fitted curve at half-maximal effect; % is scaled to controls: 0 for no effect and ±100 for the full control effect; nearly all actives have a fitted effect of over 55% in size
Target sequence (A8B2U2 whole entry, looked up): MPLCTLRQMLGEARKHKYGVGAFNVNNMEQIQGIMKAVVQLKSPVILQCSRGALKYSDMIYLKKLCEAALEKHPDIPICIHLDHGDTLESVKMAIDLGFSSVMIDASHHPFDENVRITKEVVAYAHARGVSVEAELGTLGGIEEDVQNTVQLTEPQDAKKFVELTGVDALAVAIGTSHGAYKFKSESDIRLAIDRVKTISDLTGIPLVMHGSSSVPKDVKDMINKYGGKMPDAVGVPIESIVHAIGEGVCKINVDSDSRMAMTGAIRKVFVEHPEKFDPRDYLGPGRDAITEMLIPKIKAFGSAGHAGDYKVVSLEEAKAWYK
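40 nM FBPA preincubated 10 min at RT with compound (up to 57.5 uM final), then substrate plus GAPDH/TPI/NAD/arsenate coupling and diaphorase/resazurin added. Fluorescence read after 20 min at RT, 525/598 nm.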
An asterisk follows results filed as active; ? = inconclusive; nt = no result given; [ ] = dose if it differs, or a comment. Unless noted, calls follow the shape of the dose curve; as a rule, active = well fitted curve in the direction sought with a large enough effect; inconclusive = small, poorly fitted or top-dose-only effect, or another doubt; inactive = no such curve, though single readings can be large; an effect the other way counts as inactive or inconclusive.

SMILES | HCV inh | FBPA Giardia inh | CHX counter | Pf growth 96h | Shiga inhibitor | Pf growth 48h
COc1ccc(-n2c(/C=C(\C)O)nc(=O)c3c(C)cc(C)nc32)cc1 | -4.3% | 2.1% | 4.9 | nt | -5.5 | 0.828µM*
Cc1ccccc1NC(=O)c1cc(C(=O)c2cc(Cl)ccc2O)cn(-c2ccccc2C)c1=O | 12.6µM* | -4.5% | 39.2* | 0.738µM* | 46.1* | 0.465µM*
COc1ccc(-c2nc(NC(=O)C3=NN(c4cccc(C)c4)C(=O)CC3)sc2C)cc1 | -12.5% | -8.9% | 16.6* | ? | -4.7 | ?
CCC(NC(=O)/C(=C\c1ccc2c(c1)OCO2)NC(C)=O)C(=O)O (stereo not drawn) | 5.8% | 3.7% | 4.5 | 139.8%[activator] | -8.3 | 0.9%
COc1ccc(C(=O)CC(=O)Nc2ccc([N+](=O)[O-])cc2)cc1 | 11.2µM* | -6.3% | -0.4 | ? | 0.9 | -18.3%
O=C1CC(N2CCN(c3ncccn3)CC2)C(=O)N1CCc1ccccc1 (stereo not drawn) | -20.7% | 0.6% | 6.8 | ? | 12.1 | 15.6%
O=C(c1cc(=O)c2ccccc2o1)N(Cc1ccccc1)C1CCS(=O)(=O)C1 (stereo not drawn) | 5.6% | -13.1% | 14.2 | 6.9% | 33.8 | -13.2%
O=C(NCc1ccc(F)cc1)c1cnccn1 | 0.4% | 10.8% | 10.5* | 41.0%[activator] | 18.8 | 29.6%
CN(C)CC#CCC(O)(c1ccccc1)C1CCCCC1 (stereo not drawn) | 2.2% | 4.5% | -1.2 | ? | nt | 1.4%
CCC(=O)NCCc1nc2ccccc2n1CC(=O)c1ccccc1 | 14.1% | -1.0% | -4.8 | 9.4% | -8.4 | 53.8%[activator]
Cc1ccc(C(=O)NC(NC(=O)c2ccc(C)cc2)c2cccc([N+](=O)[O-])c2)cc1 | -3.2% | -12.5% | 0.2 | ? | -1.7 | ?
COc1ccc(C(=O)OCC(=O)N(C)C2CCS(=O)(=O)C2)cc1Br (stereo not drawn) | 20.2% | nt | nt | -11.1% | nt | -20.0%
NS(=O)(=O)c1cccc2c1c([N+](=O)[O-])cc1[nH]c(=O)c(=O)[nH]c12 | nt | ? | -6.4 | nt | -8.0 | nt
COC(F)(C(=O)Nc1ccc2c(c1)C(=O)NC2=O)C(F)(F)F (stereo not drawn) | 2.7% | -1.3% | -3.6 | -40.0% | -14.6 | -2.9%
O=S(=O)(Nc1cccc(-c2nc3cccnc3s2)c1)c1cccs1 | 4.4% | 13.8% | 18.2* | 44.9%[activator] | 50.1* | 40.0%[activator]
CC(C)(C)OC(=O)N1CCC[C@H]1c1nnc(SCc2ccccc2)o1 | 26.4% | -1.2% | 5.5 | 11.7µM* | 5.1 | ?
CC(CCC(=O)O)C1CC[C@@]2(C)C3C(=O)CC4C(C)(C)C(O)CC[C@]4(C)C3C(=O)C[C@]12C (stereo partly drawn) | 14.2% | 10.2% | -2.2 | -6.2% | -3.9 | 50.8%[activator]
O=C1CN(C(=O)COc2cccc(F)c2)c2ccccc2N1 | 10.5% | 5.7% | 0.7 | ? | -5.7 | -2.0%
CC(C)c1ccc(CNn2cnnc2)cc1 | 12.4% | 9.4% | -2.2 | ? | -4.1 | 18.0%
CCCc1cc2c(=O)n(NC(=O)c3nn(C)cc3[N+](=O)[O-])c(C)nc2s1 | 13.0% | 2.2% | -2.2 | 18.9% | -2.5 | 4.6%
O=C(CN1C(=O)NC2(CCCC2)C1=O)OCCOc1ccc(Br)cc1 | 0.4% | nt | nt | 35.5%[activator] | nt | 39.9%[activator]
O=S(=O)(NCCc1ccc(F)cc1)c1cccc2cccnc12 | 6.1% | -6.3% | 2.5 | -11.3% | -1.2 | 10.0%
C=CCn1c(SCC(=O)N2CCN(c3ccc(F)cc3)CC2)nnc1-c1cccs1 | ? | 0.1% | 4.5 | ? | 43.0 | nt
Cc1ccc(NC(=O)CSc2nn(-c3ccccc3)c(=S)s2)cc1S(=O)(=O)N(C)C | ? | -2.3% | 9.6 | 3.29µM* | 15.2 | ?
c1cnc(Sc2ccc3nnnn3n2)nc1 | 10.9% | 1.8% | 5.6 | 89.9%[activator] | 20.3 | -2.8%
CSc1nc(SC)c2c3c(oc2n1)COC(C)(C)C3 | ? | -2.0% | -2.7 | ? | -4.5 | ?
Cc1cccc(-n2ncc3c2CCCC3NC(=O)CCN2CCCO2)c1C (stereo not drawn) | ? | nt | 6.7 | ? | -14.8 | 0.5%
CCCN1CCN(CCCNC(=O)CCN2C(=O)COc3ccccc32)CC1 | 15.0% | nt | 3.1 | -1.7% | -2.3 | -7.4%
CCCCN(C(=O)CSCc1ccc(C)cc1)c1c(N)n(CCC)c(=O)[nH]c1=O | 5.5% | nt | 1.4 | 40.7%[activator] | -4.5 | -1.7%
CCC(C)(C)NC(=O)C(c1ccc(F)cc1)N(Cc1cccc(OC)c1)C(=O)c1cnccn1 (stereo not drawn) | 7.5% | -0.9% | -6.2 | -6.6% | 6.2 | ?
Cc1ccc(NC(=O)c2cc3ccccc3oc2=O)cc1S(=O)(=O)N(C)C | -9.4% | 5.7% | 0.3 | nt | -21.6 | 298.2%[activator]
CCOc1ccc(CC(=O)NNC(=O)/C=C/C(=O)O)cc1 | -26.7% | -0.3% | 0.7 | 15.4% | 3.2 | 5.2%
Cc1ncc(CO)c(/C=N/NC(=S)Nc2ccc(F)cc2)c1O | -19.4% | ? | -0.8 | 13.1µM* | 10.6 | -101.6%
COc1ccc(/C=N/Nc2cc(C)nc(N)n2)cc1 | 0.8% | -13.6% | 31.6* | -2.2% | 66.9* | 9.28µM*
CCC(C)NC(=O)c1oc2ccc(S(=O)(=O)N3CCC4(CC3)OCCO4)cc2c1C (stereo not drawn) | -8.6% | -12.1% | -2.7 | ? | 4.0 | ?
CC(=O)Nc1ccc(NS(=O)(=O)c2ccccc2)c2ccccc12 | 10.5% | -1.5% | -1.5 | 4.9% | 2.4 | nt
CCOc1cccc(C2C(C(=O)c3ccc(C)o3)=C(O)C(=O)N2CCCn2ccnc2)c1 (stereo not drawn) | 2.8% | nt | nt | -5.6% | nt | 0.0%
Cc1cc(NC(=O)CCNS(=O)(=O)c2ccc3[nH]c(=O)oc3c2)ccc1Br | 14.8% | nt | -5.9 | -5.5% | 10.6 | -11.1%
CC(C)(C)NC(=O)C1CC2CCCCC2CN1 (stereo not drawn) | 18.9% | 18.7% | -8.2 | -25.4% | 8.8 | ?
Cc1cc(C)n(-c2nc3ccccc3c3nc(C)nn23)n1 | -29.1% | 5.7% | -2.8 | 5.5% | -2.0 | 14.5%
CCc1cc2c(=O)n(Cc3ccco3)c(SCC(=O)N3CCCc4ccccc43)nc2s1 | 10µM* | -0.3% | 19.5* | 13.7% | 47.5 | 9.28µM*
COc1cccc(-n2c(CNC(=O)OC(C)(C)C)n[nH]c2=S)c1 | 1.9% | -13.6% | 1.3 | -19.3% | -7.4 | 0.0%
O=c1[nH]c(O)c(/C=C2\C=Nc3ccc(OCc4ccccc4)cc32)c(=O)[nH]1 | ? | -5.9% | 4.5 | ? | 19.4 | 16.0%
CCn1nc(C)c(CN2CCc3c([nH]c4ccccc34)C2c2ccc(F)c(OC)c2)c1C (stereo not drawn) | ? | -13.0% | 16.5* | ? | 19.4 | 2.62µM*
Cc1occc1C(=O)NNC(=O)COc1ccc(Br)cc1Br | 13.7% | 0.5% | 14.4 | 34.3%[activator] | 50.0* | 11.5%
COC(=O)CC1NCCNC1=O (stereo not drawn) | 7.5% | 3.3% | -3.0 | -8.0% | -13.2 | 8.0%
COc1ccc(CCN2C(=O)c3ccncc3C2=O)cc1OC | 11.5% | 7.5% | 2.1 | 11.7% | 8.0 | 5.1%
CC(=O)CC(=O)Nc1ncccn1 | 3.4% | -6.7% | -5.7 | 4.4% | 1.9 | 8.5%
COc1ccc(NC(=O)CN(C)C(=O)Cc2coc3cc(C)c(C)cc23)cc1 | ? | nt | nt | -1.6% | nt | ?
Cc1cc(C)c(N=Cc2c(O)c3ccccc3oc2=O)c(C)c1 | 13.7% | 6.5% | 15.4* | 1.7% | nt | 10.4µM*
CC(c1ccccc1)N1CCC(CNC(=S)Nc2cccc(Cl)c2)C1 (stereo not drawn) | ? | 6.0% | -7.7 | ? | -31.6 | ?
O=C(CSc1ncnc2c1nnn2Cc1ccccc1)NC1CCCC1 | 7.0% | 3.6% | -2.0 | ? | -4.5 | -28.8%
COc1cc(/C=N\NC(=O)Cn2nnc3ccccc32)cc(OC)c1OC | -28.5% | 5.7% | 1.2 | 5.2% | -4.6 | 2.0%
Cc1nc2ccc(Cl)cc2c(-c2ccccc2)c1CC(=O)O | 3.5% | 7.5% | -0.9 | 3.7% | 8.1 | 0.0%
COc1cc(COC(=O)c2cnc(C)cn2)c(OC)cc1Br | 8.7% | -3.3% | 1.3 | 8.8% | -6.3 | 0.3%
Cc1ccnc(SCC(=O)N2CCN(C(c3ccccc3)c3ccccc3)CC2)n1 | -23.9% | -0.6% | -4.7 | 14.7µM* | -10.2 | nt
COc1cc([N+](=O)[O-])ccc1NC(=O)COC(=O)CCOc1ccc(C)cc1 | ? | nt | nt | -0.4% | nt | -17.7%
CC(C)OCCCNC(=O)c1ccc2c(c1)ncn2C1CCCC1 | -3.6% | -2.9% | 11.1 | ? | -7.9 | 17.7%
O=c1cnnc(SCc2ccc([N+](=O)[O-])cc2)[nH]1 | 14.4% | 24.6% | -0.8 | 19.4% | -9.4 | 4.1%
O=C(/C=C/c1ccc([N+](=O)[O-])cc1)N1CCN(S(=O)(=O)c2ccccc2)CC1 | ? | nt | nt | ? | nt | ?

Following part
SMILES | HCV inh | FBPA Giardia inh | CHX counter | Pf growth 96h | Shiga inhibitor | Pf growth 48h
COc1ccc(C2Nc3ccccc3C(=O)N2c2ccc(F)cc2)cc1CSc1ccccn1 (stereo not drawn) | 5.8% | -0.2% | 14.9* | 0.0% | 12.2 | 21.8%
Cc1nnsc1C(=O)NC1CCCCC1 | -8.5% | -0.4% | -7.9 | 0.0% | -10.3 | -4.8%
CCOC(=O)[C@H]1[C@H]2COc3ccc(OC)cc3[C@@H]2N2C(=O)CN(Cc3ccc(F)cc3)C(=O)[C@@]12C | ? | nt | nt | ? | nt | ?
CC(=O)NC(CC(=O)N(Cc1ccccc1)c1ccc(C)cc1)c1ccccc1 (stereo not drawn) | nt | nt | 2.8 | 13.1µM* | -10.2 | ?
Cc1ccc(C)c2nc(SCC(=O)N3CCCc4ccccc43)c(C#N)cc12 | 6.31µM* | -9.8% | 1.2 | ? | -3.6 | 2.6%
CN(C)C(=O)c1ccc(NC(=O)c2ccccc2-c2ccccc2)cc1 | 1.3% | -0.1% | -3.0 | ? | -11.5 | -3.6%
Cc1cc(C2N=C(N)Nc3nc4ccccc4n32)c(C)n1-c1ccccc1Cl (stereo not drawn) | 1.2% | -0.9% | 5.9 | -11.7% | -21.1 | nt
CC(=O)Nc1ccc(Nc2nc(C)c([N+](=O)[O-])c(Nc3ccc(NC(C)=O)cc3)n2)cc1 | ? | 0.7% | -2.6 | 2.08µM* | -10.8 | -26.3%
Cc1cc(NC(=O)COc2ccc3ccccc3c2)no1 | 7.7% | 10.9% | 31.4* | ? | 26.6 | 10.9%
O=C(Nc1cccc(Cl)c1)OCc1cncs1 | -12.3% | -12.6% | 1.2 | 113.9%[activator] | 28.8 | 55.7%[activator]
COC(C(=O)Nc1c(F)cccc1F)c1ccccc1 (stereo not drawn) | 19.2% | 4.9% | -1.5 | 20.5% | -10.8 | -0.9%

At a glance, some entries already given:
SMILES | HCV inh | FBPA Giardia inh | CHX counter | Pf growth 96h | Shiga inhibitor | Pf growth 48h
O=C(Nc1cccc(Cl)c1)OCc1cncs1 | -12.3% | -12.6% | 1.2 | 113.9%[activator] | 28.8 | 55.7%[activator]
COC(C(=O)Nc1c(F)cccc1F)c1ccccc1 (stereo not drawn) | 19.2% | 4.9% | -1.5 | 20.5% | -10.8 | -0.9%
